Screening data deposited in PubChem BioAssay by National Center for Advancing Translational Sciences (NCATS).
Pol iota inh: blocks human DNA polymerase iota activity; Q9UNA4; Pol iota fluorescent replication assay, 10 min; Potency, µM (highest dose often 115 µM), for inactives: at the highest dose activity, negative = inhibition, usual class: inhibitors; 390,000 tested, 1% active; further: potency means the concentration at half of the fitted maximal effect
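Fluorescent replication assay read twice, at 0 min and 10 min after adding 50 nM (final) substrate. Enzyme (10 nM) and compounds were first incubated 15 min at room temperature; enzyme-free buffer wells were negative controls.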
12-LOX inh: inhibitors of human 12S-lipoxygenase ALOX12 | P18054 | purified 12hLO, xylenol orange hydroperoxide absorbance | Potency, µM (titrated, usually from 108 µM), for inactives: at the top dose activity change, negative = inhibition, actives largely listed as inhibitors | 580,000 tested, 1.1% active | AID 1671190; further: potency means the concentration at half of the fitted maximal effect; on the % scale 0 is the no-effect control and ±100 the full control effect
Target sequence (P18054 whole entry, looked up): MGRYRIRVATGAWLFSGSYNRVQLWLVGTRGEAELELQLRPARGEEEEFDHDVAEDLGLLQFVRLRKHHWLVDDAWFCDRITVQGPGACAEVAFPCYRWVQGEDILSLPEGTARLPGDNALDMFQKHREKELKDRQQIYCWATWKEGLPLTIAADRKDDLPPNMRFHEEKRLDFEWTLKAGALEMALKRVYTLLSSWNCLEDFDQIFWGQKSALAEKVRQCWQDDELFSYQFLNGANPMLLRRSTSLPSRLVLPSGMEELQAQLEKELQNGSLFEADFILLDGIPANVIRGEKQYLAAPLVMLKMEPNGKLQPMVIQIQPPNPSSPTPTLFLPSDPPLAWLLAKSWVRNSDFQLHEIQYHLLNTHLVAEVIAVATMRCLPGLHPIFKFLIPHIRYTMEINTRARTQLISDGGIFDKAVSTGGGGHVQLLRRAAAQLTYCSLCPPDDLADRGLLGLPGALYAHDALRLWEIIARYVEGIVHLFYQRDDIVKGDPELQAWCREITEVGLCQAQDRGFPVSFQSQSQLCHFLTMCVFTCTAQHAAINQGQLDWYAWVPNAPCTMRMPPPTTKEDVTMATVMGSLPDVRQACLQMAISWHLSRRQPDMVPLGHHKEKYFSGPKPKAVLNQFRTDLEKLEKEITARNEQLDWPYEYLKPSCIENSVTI
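Hydroperoxide product was detected by ferrous iron/xylenol orange as the 573 to 405 nm absorbance ratio. Arachidonic acid at 40 uM (final) was turned over for 30 min at room temperature by 150 nM human 12hLO, pH 7.0 Hepes buffer, after 15 min compound preincubation.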
BLM helicase inh: Bloom syndrome helicase (human) inhibition | Potency, µM (doses to about 56.1 µM), without a hit: top-dose activity change, negative = inhibition, most hits filed as inhibitors | P54132 | recombinant BLM DNA unwinding, fluorescence dequenching | 350,000 tested, 0.2% active;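 further: potency means the concentration at half of the fitted maximal effect; plate controls were vehicle for no effect and no enzyme for full effect; nearly all actives have a fitted effect of over 35% in size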
Pol beta inh: blocks human DNA polymerase beta activity; Pol beta primer extension/strand displacement, fluorescence kinetic; Potency, µM (series often up to 114 µM), inactives show top-dose activity change, negative = inhibition, usual class: inhibitors; P06746; 340,000 tested, 1.3% active; further: potency means the concentration at half of the fitted maximal effect; on the % scale 0 is the no-effect control and ±100 the full control effect
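Values derive from four-parameter Hill fits of normalized kinetic data: reads at 0 and 10 min following addition of 50 nM substrate to 10 nM Pol beta preincubated 15 min with compound.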
Anesthetic bind: binds horse apoferritin like a general anesthetic; P02791; apoferritin/1-aminoanthracene competitive binding, fluorescence; Potency, µM (series often up to 77.5 µM), for inactives: top-dose activity change, negative = displacement, usual class: inhibitors; 350,000 tested, 0.074% active; AID 485281; further: potency means the concentration at half of the fitted maximal effect; on the % scale 0 is the no-effect control and ±100 the full control effect; nearly all actives have a fitted effect of over 20% in size
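Concentration-response curves derived by four-parameter Hill fitting of normalized fluorescence, where compounds displaced 1-AMA from 10 uM horse apoferritin following a brief 10 min room-temperature incubation; propofol titration acted as positive control.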
ERG Ets-DNA blk: inhibitors of human ERG Ets domain-DNA interaction. P11308. fluorescence polarization, His-ERG Ets domain / labelled DNA. Potency, µM (doses to about 76.9 µM), without a hit: at the top dose FP activity, negative = inhibition, usual class: inhibitors. 370,000 tested, 0.028% active; active means well fitted inhibition curve with a large enough effect in the polarisation, with a control signal flat; inconclusive means small, poorly fitted or top-dose-only effect, or effect the other way, or a change in a side signal; inactive means no such curve, though single readings can be large or run the other way; the % refers to the polarisation;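 further: polarization taken with two DNA probes labelled with fluorescein and Texas red; potency means the concentration at half of the fitted maximal effect; % of control where 0% means no effect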
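His-tagged ERG Ets domain (1 uM in the protein solution; 300mM KCl, 50mM Tris-HCl, 1mM EDTA, 1mM DTT, pH 7.5) received compound, then a probe mix of 5 nM fluorescein-DNA and 100nM Texas-615-DNA. Fluorescence polarization was read for both dyes.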
TRHR agonist: activates the human TRH receptor. P34981. TRHR cells, calcium flux fluo-8, FDSS agonist mode. activation, % at 2 µM. 360,000 tested, 0.18% active; in the data active means activation above about 30%; further: 0% is about no effect
Target sequence (P34981 whole entry, looked up): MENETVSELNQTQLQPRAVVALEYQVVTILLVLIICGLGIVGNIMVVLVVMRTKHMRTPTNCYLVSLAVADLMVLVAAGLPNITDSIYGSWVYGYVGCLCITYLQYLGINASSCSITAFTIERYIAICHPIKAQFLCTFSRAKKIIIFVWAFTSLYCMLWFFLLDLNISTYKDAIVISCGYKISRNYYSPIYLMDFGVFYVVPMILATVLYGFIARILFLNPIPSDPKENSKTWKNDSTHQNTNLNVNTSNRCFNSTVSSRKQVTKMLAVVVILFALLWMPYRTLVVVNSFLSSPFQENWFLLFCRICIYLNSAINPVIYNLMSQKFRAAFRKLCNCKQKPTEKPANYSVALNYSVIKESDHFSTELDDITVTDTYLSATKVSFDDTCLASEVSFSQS
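TRHR-expressing cells loaded with fluo-8 calcium dye; 23 nL library compound pin-transferred, kinetic FDSS fluorescence (Ex 480/Em 530) recorded about 180 s for agonist-induced calcium release, before a 10 nM TRH EC20 addition for potentiator mode.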
APE1 inh: blocks human APE1 abasic DNA cleavage. recombinant APE1, TAMRA/BHQ-2 abasic DNA cleavage fluorescence. Potency, µM (titrated, usually from 65.8 µM), for inactives: at the highest dose activity change, negative = inhibition, hits mostly inhibitors. 350,000 tested, 0.35% active;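 further: potency means the concentration at half of the fitted maximal effect; plate controls were vehicle for no effect and reference inhibitor for full effect; nearly all actives have a fitted effect of over 55% in size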
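Compound pre-exposure to 0.75 nM APE1, 15 min at ambient temperature. Reaction initiated with 50 nM TAMRA/BHQ-2 THF substrate, read immediately in kinetic mode, 525 nm excitation, 598 nm emission.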
POLK inh: inhibitors of human DNA polymerase kappa; Q9UBT6; purified Pol kappa, fluorescent DNA synthesis assay, 10 min; Potency, µM (highest dose often 107 µM), for the others: at the highest dose activity, negative = inhibition, actives largely listed as inhibitors; 400,000 tested, 0.53% active; AID 588579; further: potency means the concentration at half of the fitted maximal effect; on the % scale 0 is the no-effect control and ±100 the full control effect
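Kinetic fluorescence readout at 0 and 10 min followed reaction start with substrate at 50 nM final. Beforehand, enzyme (10 nM Pol kappa) stood 15 min with compound at room temperature; buffer-only wells were negative controls.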
* marks the source's active call; other numbers are inactive results; u = inconclusive; x = no result given; [ ] = remark or other dose. Unless noted, the call rests on the fitted dose curve; in most records, active means well fitted curve in the direction sought with a large enough effect; inconclusive means small, poorly fitted or top-dose-only effect, or another doubt; inactive means no such curve, though single readings can be large; an effect the other way counts as inactive or inconclusive. Only part of the results is shown, so the mix of outcomes need not match the whole.

SMILES | Pol iota inh | 12-LOX inh | BLM helicase inh | Pol beta inh | Anesthetic bind | ERG Ets-DNA blk | TRHR agonist | APE1 inh | POLK inh
CCOCCc1nn2c(=O)cc(COC(=O)c3ccc(NC(=O)C4CCCCC4)cc3)nc2s1 | -12% | -22% | -1% | 21% | -18% | 2% | 0.3 | x | -2%[60.1 µM]
CCCCn1c(/N=C/c2ccccc2NS(=O)(=O)c2ccc(C)cc2)nc2ccccc21 | -4% | u | -2% | u | u | 6% | -0.6 | 3% | -9%
O=C(CSc1nnc(-c2ccccc2F)n1C1CC1)NC(=O)c1cccc([N+](=O)[O-])c1 | 4% | -7% | -6% | 8% | u | -15% | -1.1 | 2% | 2%
CC(NC(=S)NC1CCCCC1)c1ccc(C(C)(C)C)cc1 (centres undefined) | 73%[activator] | u | -9% | 32% | -8% | 12% | 1.3 | 0% | -7%
Cc1ccccc1N(CC(=O)Nc1ccccc1C(=O)NCc1ccco1)S(=O)(=O)c1ccccc1 | 2% | 0% | -6% | -1% | -4% | -9% | 0.9 | 0% | -9%
O=C(OCc1nnc(-c2ccccc2)o1)c1cc(Cl)ccc1[N+](=O)[O-] | -11% | 1% | -3% | -1% | u | 22% | 2.1 | -2% | -18%
CCC(C)(C)NC(=O)C(c1ccc(OC)cc1)N(C(=O)CCC(=O)Nc1cc(C)on1)c1cccc(OC)c1 (centres undefined) | 97%[activator] | -24% | -1% | 42% | -13% | 3% | -0.4 | -12% | -10%
COc1ccccc1N=Nc1c(C)noc1C | -9%[58.9 µM] | 151%[activator] | -6% | -6% | -9% | 9% | -0.6 | -1% | -2%
Cc1ccccc1OCC(=O)NCCNC(=O)c1cccnc1 | 43%[activator] | -4% | -4% | 31% | -13% | 10% | 1.1 | 24% | -2%
COc1cc(OC)c(NC(=O)Cn2c(=O)oc3cc(S(=O)(=O)N4CCCC4)ccc32)cc1Cl | -18% | u | -3% | -18% | -4% | 1% | 0.3 | x | -2%[60.1 µM]
CC(C)NC(=O)c1ccc(N(Cc2ccccc2)S(C)(=O)=O)cc1 | 116%[activator] | 25% | -4% | 53% | -4% | 3% | 0.7 | 7% | -20%
COc1ccc(CCNc2ncnc3c2nnn3C)cc1OC | -5% | -6% | 0% | -16% | -4% | -1% | 0.2 | x | 0%[60.1 µM]
CN1C(=O)[C@H]2[C@@H](/C=C/c3ccccc3)N3C(=O)CN(Cc4ccc(-c5ccccc5)cc4)C(=O)[C@@]3(C)[C@H]2C1=O | u | u | x | x | x | -16% | x | 23% | -4%
CCN(CC)S(=O)(=O)c1cc(NC(=S)NC(=O)C2CCCC2)ccc1C | u | u | x | x | x | 12% | x | -7% | -6%
COc1ccc(CCN2CC(C(=O)Nc3cc(S(C)(=O)=O)ccc3Cl)CC2=O)cc1OC (centres undefined) | 25% | 5% | x | x | x | -17% | 0.0 | -5% | -18%
CN(C)/C=C1\C(=O)N(c2ccc(F)cc2F)C(c2cccnc2)S1(=O)=O (centres undefined) | 157%[activator] | 0% | -2% | 23% | 7% | -4% | 0.8 | 10% | -17%
O=C(CN1CCN(c2ccccc2)CC1)c1ccc2cc[nH]c2c1 | 26% | 21% | -19% | 5% | 4% | 0% | 3.7 | 16% | -13%
Cc1occc1C(=O)Nc1ccc(S(N)(=O)=O)cc1 | 13% | -5% | 2% | 14% | -2% | 4% | 1.1 | 11% | -7%
CC(OC(=O)Cc1c(F)cccc1Cl)C(=O)NC1CCCCC1C (centres undefined) | 12% | u | x | x | x | 9% | 0.3 | 11% | 3%
COc1ccc(-c2csc(NC(=O)c3ccc(S(=O)(=O)N4CCc5ccccc5C4)cc3)n2)c(OC)c1 | 1% | -15% | -4% | -3% | -7% | 4% | 0.4 | 17% | -11%
Cc1cccc(C)c1C(=O)N[C@@H](Cc1ccccc1)C(=O)O | -12% | -2% | -3% | 0% | -1% | 0% | -0.3 | 2% | 10%
O=C(COC(=O)C1CC2CCCC(C1)C2=O)NC(=O)c1ccc(OC(F)F)cc1 (centres undefined) | 17% | 0% | 0% | 24% | -12% | 22% | -0.9 | -1% | -17%
O=C(Cc1ccc(F)cc1)NCCc1ccccc1 | 33%[activator] | -10% | -1% | -12% | -20% | x | -0.9 | 0% | 2%
CCOC(=O)C1CCN(C(c2ccc(C)cc2)c2sc3nc(-c4ccco4)nn3c2O)CC1 (centres undefined) | 19% | u | 2% | 1% | -12% | 1% | -0.4 | x | -5%[60.1 µM]
CC(C)Nc1nc(SCC(N)=O)nc(N2CCOCC2)n1 | 4%[58.9 µM] | 3% | -1% | 11% | -6% | 3% | 1.1 | 4% | 4%

Other results:
SMILES | Pol iota inh | 12-LOX inh | BLM helicase inh | Pol beta inh | Anesthetic bind | ERG Ets-DNA blk | TRHR agonist | APE1 inh | POLK inh
CCc1nn(CC(=O)NCCc2ccc(S(N)(=O)=O)cc2)c(=O)c2cc3sccc3n12 | -15% | x | -1% | 9% | -1% | -15% | 0.4 | -6% | -5%
O=C(COc1ccccc1)OCc1cc2ccccc2[nH]c1=O | 29% | -6% | -4% | 70% | 117%[activator] | x | 0.1 | 13% | -7%
Cc1cc(C)c2[nH]c(=O)c(CN(Cc3nnnn3C3CCCC3)C3CCCCC3)cc2c1 | 43%[activator] | x | 0% | 17% | -4% | x | -0.2 | 13% | 1%
COc1cc(NC(=S)NCCC(c2ccccc2)c2ccccc2)cc(OC)c1 | 89µM* | u | -13% | 30% | 94%[activator] | -40% | 0.5 | 7% | u
C/C(=N/OC(=O)c1ccc(F)cc1)c1ccc(C)cc1 | -2% | -28% | -5% | 21% | -8% | 7% | 0.1 | 3% | -2%
CCN(CC(=O)Nc1ccccc1OC)Cc1csc(CC(=O)Nc2ccc(C)cc2)n1 | 11% | 0% | x | x | x | 4% | x | -11% | -10%
Cc1cc(N/N=C/c2ccc(N(C)C)cc2)c2ccccc2n1 | 3% | 177%[activator] | -4% | -2% | u | -3% | 0.0 | 1% | -8%
Oc1ccc(C2=NN(c3ccccc3)C(c3ccc(F)cc3)C2)cc1 (centres undefined) | 28% | u | -13% | -9% | 79%[activator] | 6% | 0.7 | 15% | -5%
CCN(CC)C(=S)NC(=O)c1ccc(OC)c(Br)c1 | 124%[activator] | -7% | -10% | 50% | -14% | 1% | 0.1 | 25% | -4%
CCOc1ccccc1CN1CCN(S(=O)(=O)c2ccccc2)CC1 | 1% | 5% | 1% | 11% | 15% | 3% | -1.1 | x | 3%
COc1ccccc1Nc1c2c(nc3ccc(N)cc13)CCCC2 | -6% | -13% | 3% | -21% | -20% | -5% | -0.1 | -3% | 7%
CN(C)CCCNC(=S)N(CCN(C)C)Cc1cc2cc3c(cc2[nH]c1=O)OCCO3 | 25% | 13% | 152%[activator] | 35% | -6% | 15% | 0.4 | 8% | 4%
CCOC(=O)c1cc(OC(=O)c2cc(Cl)ccc2OC)n(-c2ccccc2)n1 | -3% | -1% | -1% | 28% | -6% | 7% | -0.4 | x | 8%
COCCNc1ccnc(-c2ccccc2CN(C)C)n1 | x | -48% | 4% | x | -1% | x | x | 5% | -2%[60.1 µM]
COc1ccc(-n2nnnc2SCC(=O)Nc2cccc(C)n2)cc1OC | -16% | 2%[57.4 µM] | 0% | -10% | -8% | x | 0.3 | 7% | -12%
N/C(=N\OC(=O)c1cccc(Br)c1)c1ccc(Br)cc1 | 5% | 461%[activator] | -1% | -8% | -6% | -17% | -0.4 | 4% | 1%
Cc1c(S(=O)(=O)N2CCOCC2)c(=O)n(C)c(=O)n1C | 1% | 17% | -2% | 6% | 0% | -1% | 0.3 | 5% | -1%
COc1cc(O)c2c(c1)OC(C)(C)CC2=O | -3% | -27% | -4% | 7% | -6% | -3% | -0.9 | 1% | -4%
CCCn1nc2cc(C(=O)N(CC)c3ccc(OC)cc3)ccc2c1OCC | 6% | u | -1% | 10% | -3% | -3% | -1.6 | 1% | 11%
O=C(c1cccc(Cl)c1)N1CCC(=O)N([C@H](COCc2cccc(Cl)c2)Cc2ccccc2)CC1 | x | u | -8% | x | -5% | x | x | -3%[50.4 µM] | -23%[60.1 µM]
Cc1nnc(SC(C)C(=O)NC2CCCCC2)[nH]c1=O (centres undefined) | 38%[activator] | 83%[activator] | x | x | x | -3% | x | x | -9%
O=C1CC(C(=O)N2CCOCC2)C2(CCCC2)O1 (centres undefined) | 8% | 0% | 2% | 0% | 3% | -1% | -0.5 | -4% | -15%
COCCCNC(=O)C[C@H]1C[C@H](C(=O)N2CCCCC2)[C@@]2(CCc3ccccc3)c3[nH]c4cc(-c5ccco5)ccc4c3CCN2C1=O | u | u | x | x | x | 3% | x | -29% | -9%
O=C(c1cccs1)N1CCN(c2nc3c(F)cc(F)cc3s2)CC1 | 48%[activator] | -14% | x | x | x | -1% | -0.2 | 17% | -12%
O=C(NC(CC(=O)N1CCN(c2ccc([N+](=O)[O-])cc2)CC1)c1ccccc1)c1ccccc1Cl (centres undefined) | -4% | -14% | 1% | 23% | -13% | 2% | -0.2 | 2% | -11%
CCCCN(CCCNc1ncnc2nc[nH]c12)c1ccccc1 | -18% | -14% | -7% | -3% | -1% | -1% | 0.2 | 6% | -9%
CCN(CC)S(=O)(=O)c1ccc(S(=O)(=O)Nc2cc3c(cc2C(C)=O)OCO3)cc1 | 14% | 11% | -3% | -17% | -7% | x | 1.5 | 4% | -9%

2 compounds picked at random from the list so far:
SMILES | Pol iota inh | 12-LOX inh | BLM helicase inh | Pol beta inh | Anesthetic bind | ERG Ets-DNA blk | TRHR agonist | APE1 inh | POLK inh
C/C(=N/OC(=O)c1ccc(F)cc1)c1ccc(C)cc1 | -2% | -28% | -5% | 21% | -8% | 7% | 0.1 | 3% | -2%
Cc1c(S(=O)(=O)N2CCOCC2)c(=O)n(C)c(=O)n1C | 1% | 17% | -2% | 6% | 0% | -1% | 0.3 | 5% | -1%
